p53ts 39C kill – kills p53ts cells at the nonpermissive temperature | H1299-p53A138V viability at 39C, ATP luminescence, 24 h | Potency, µM (highest dose often 46.1 µM), inactives show at the highest dose activity change, negative = cell killing, usual class: cytotoxic | actives 1.5% (n = 130,000) | AID 902; note: nearly all actives have a fitted effect of over 55% in size
Peg3 imprint – genomic imprint erasure induction; mouse ES Peg3-LacZ reporter, beta-gal luminescence, 40 h; Potency, µM (doses to about 60.7 µM), inactives show at the top dose activity change, positive = activation, hits mostly activators; actives 0.02% (n = 110,000); AID 1948;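 note: 0% = negative control wells on the plate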
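Each well holds 300 Peg3LacZ-Neo (maternal) female ES cells incubated 40 h at 37C, 5% CO2. LacZ is measured by BetaGlo luminescence, with AC50 and maximum efficacy derived from dose-response curves.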
p53ts 32C tox – cytotoxicity in p53ts cells at permissive temperature; H1299-p53A138V at 32C, ATP luminescence viability, 24 h; Potency, µM (highest dose often 46.1 µM), without a hit: at the top dose activity change, negative = cytotoxicity, usual class: cytotoxic; actives 0.93% (n = 130,000); AID 924;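 note: 0% = DMSO and -100% = full killing by reference compound; nearly all actives have a fitted effect of over 55% in size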
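H1299-p53 A138V cells (temperature-sensitive p53) exposed 24 h to up to 46 uM compound at 32C, where p53 is wild-type in conformation. Viability read as ATP luminescence and normalised to DMSO and 100 uM tamoxifen. AC50 fitted with the Hill equation.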
IkB signaling – suppresses IkB signaling in ABC-DLBCL reporter cells; ABC-DLBCL IkBa-CBG/CBR dual luciferase ratio, 4 h; response scale: scaled: untreated 0%, proteasome inhibitor 100%; Potency, µM (top dose mostly 57.1 µM), without a hit: at the highest dose IkBa stabilization activation; actives 0.04% (n = 110,000); active = well fitted curve in the direction sought with a large enough effect in the signal ratio, not every such curve was filed as active; inconclusive = small, poorly fitted or top-dose-only effect, or a change in a side signal; the % refers to the signal ratio;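 note: the direction sought is a rising ratio; 0% = basal untreated cells and 100% = reference inhibitor full response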
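Curves were fitted separately to fusion (green), unfused (red) and ratio luminescence, then classed by r2, magnitude and activity. Cells: OCI-Ly3, 4 h compound plus doxycycline at 37C; 10 uM MG-132 defined full response.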
Starred values were filed as active, the others as inactive; [ ] = another dose, or the depositor's remark. Unless noted, calls come from the whole dose curve; as a rule, active = well fitted curve in the direction sought with a large enough effect; inconclusive = small, poorly fitted or top-dose-only effect, or another doubt; inactive = no such curve, though single readings can be large; an effect the other way counts as inactive or inconclusive. Unless noted, % is set by controls: 0 for no effect and ±100 for the full control effect; potency is the fitted concentration of half-maximal effect.

CCOC(=O)NC(CC(=O)O)c1ccc(OCC)cc1 (stereo not drawn) was read as p53ts 39C kill -4%, Peg3 imprint -5%, p53ts 32C tox 7% and IkB signaling 0.4%.
For CC1(C)CC(=O)c2sc(NS(C)(=O)=O)nc2C1 the results were p53ts 39C kill 3%, Peg3 imprint 23%, p53ts 32C tox -6% and IkB signaling 0.7%.
`COc1c2c(cc3occ(-c4ccc5c(c4)OCO5)c(=O)c13)OC(C)(C)C=C2` gave p53ts 39C kill 10µM*, Peg3 imprint -17% and p53ts 32C tox 10µM*.
C=CCSC1=C(C#N)C(c2ccccc2OC)CC(=O)N1 (stereo not drawn) was read as p53ts 39C kill 3%, Peg3 imprint -4%, p53ts 32C tox -1% and IkB signaling -0.8%.
Screening O=C(O)c1nn(-c2ccccc2)nc1-c1nn(-c2ccccc2)nc1C(=O)O returned p53ts 39C kill -5%, Peg3 imprint -4%, p53ts 32C tox -17% and IkB signaling -0.4%.
`Cc1ccn2c(c1)nc(=O)c1cc(S(=O)(=O)N3CCC(C)CC3)c(Cl)cc12` gave p53ts 39C kill 24%, Peg3 imprint -5%[10.9 µM], p53ts 32C tox -3% and IkB signaling -0.5%.
For CSc1ccccc1NC(=O)CN(Cc1ccccc1)S(C)(=O)=O the results were p53ts 39C kill -1%, Peg3 imprint -13%, p53ts 32C tox -6% and IkB signaling -1.7%.
For COc1ccc(CNC(=O)c2c(Nc3ccc(OC)cc3OC)sc(C(=O)c3ccc(Cl)cc3)c2N)cc1 the results were p53ts 39C kill -10%, Peg3 imprint -9%[10.9 µM], p53ts 32C tox 7% and IkB signaling 0.4%.
Screening O=C1CC(c2nnc(Cc3ccc(F)cc3Cl)o2)CN1c1ccccc1 (stereo not drawn) returned p53ts 39C kill -11%, Peg3 imprint -8%[10.9 µM], p53ts 32C tox -1% and IkB signaling 2.5%.
CCOC(=O)C1CCCN(C(=O)c2sc3nc(-c4ccccc4)cn3c2C)C1 (stereo not drawn) was read as p53ts 39C kill -10%, Peg3 imprint -14%, p53ts 32C tox -8% and IkB signaling inconclusive.
CC(=O)Nc1cc(OC(=O)c2ccco2)cc(OC(=O)c2ccco2)c1 was read as p53ts 39C kill 12%, Peg3 imprint 2%, p53ts 32C tox 21% and IkB signaling 2.2%.
For CCCc1cc(=O)n2[nH]c(-c3ccccc3)cc2n1 the results were p53ts 39C kill inconclusive, Peg3 imprint -41%[inhibitor], p53ts 32C tox inconclusive and IkB signaling inconclusive.
`Cc1cn(C)c(CC(=O)NCc2cccc(Cl)c2)c1C(=O)O` gave p53ts 39C kill -2%, Peg3 imprint -6%[10.9 µM], p53ts 32C tox 15% and IkB signaling -1.1%.
`COc1ccc(C2Sc3ccccc3NC3=C2C(=O)c2ccccc23)c(OC)c1OC` (stereo not drawn) gave p53ts 39C kill 12%, Peg3 imprint -7%[10.9 µM], p53ts 32C tox 3% and IkB signaling -0.5%.
Screening CCOc1ccccc1CNC(=O)c1oc2ccc3c(c2c1C)C(=O)CC(C)(C)O3 returned p53ts 39C kill -20%, Peg3 imprint -17%[10.9 µM], p53ts 32C tox 0% and IkB signaling -1.4%.
`CC(=O)c1cccc(NC(=O)N2CCN(S(C)(=O)=O)CC2)c1` gave p53ts 39C kill 2%, Peg3 imprint 5%, p53ts 32C tox 6% and IkB signaling 0.9%.
CC(=O)C(Sc1nc(-c2ccccc2Cl)nc2c1c(=O)n(C)c(=O)n2C)C(=O)N(C)C (stereo not drawn) was read as p53ts 39C kill 8%, Peg3 imprint 9%[10.9 µM], p53ts 32C tox 7% and IkB signaling 0.3%.
Screening C=C(C)c1cccc(C(C)(C)NC(=O)NCCCn2ccnc2)c1 returned p53ts 39C kill 9%, Peg3 imprint -18%, p53ts 32C tox 12% and IkB signaling 2.6%.
O=C(C1CCCN(S(=O)(=O)c2cccs2)C1)N1CCN(C2CCCCC2)CC1 (stereo not drawn) was read as p53ts 39C kill 0%, Peg3 imprint -11%, p53ts 32C tox -10% and IkB signaling 1.1%.
`CN(C)c1ccc(CNC(=O)C2CCN(S(=O)(=O)c3ccc4c(c3)oc(=O)n4C)CC2)cc1` gave p53ts 39C kill 9%, Peg3 imprint -13%[10.9 µM], p53ts 32C tox 3% and IkB signaling inconclusive.
`O=C(O)CCc1ccc(-c2cccs2)n1CC(=O)Nc1ccccc1C(F)(F)F` gave p53ts 39C kill 1%, Peg3 imprint 25%[10.9 µM], p53ts 32C tox -4% and IkB signaling 33%.
`CCc1ccc(NC(=O)C2CCN(S(C)(=O)=O)CC2)cc1` gave p53ts 39C kill 1%, Peg3 imprint -2%, p53ts 32C tox -3% and IkB signaling 0.4%.
Screening O=C(NCC(=O)N(c1cccnc1)C(C(=O)NC1CCCC1)c1ccco1)c1cccs1 (stereo not drawn) returned p53ts 39C kill 6%, Peg3 imprint 22%, p53ts 32C tox -4% and IkB signaling 1.0%.
CCN1C(=O)N(C)C(N(O)C(=O)NC)C1(C)C (stereo not drawn) was read as p53ts 39C kill 4%, Peg3 imprint -1%, p53ts 32C tox 3% and IkB signaling -1.2%.

In the list so far, 2 contain an aryl thioether with sulfur outside any ring.
For CSc1ccccc1NC(=O)CN(Cc1ccccc1)S(C)(=O)=O the results were p53ts 39C kill -1%, Peg3 imprint -13%, p53ts 32C tox -6% and IkB signaling -1.7%.
CC(=O)C(Sc1nc(-c2ccccc2Cl)nc2c1c(=O)n(C)c(=O)n2C)C(=O)N(C)C (stereo not drawn) was read as p53ts 39C kill 8%, Peg3 imprint 9%[10.9 µM], p53ts 32C tox 7% and IkB signaling 0.3%.

(cont.)
Screening Cc1cc(N2CCN(c3ccccc3)CC2)n2nnnc2n1 returned p53ts 39C kill -3%, Peg3 imprint -2%, p53ts 32C tox -1% and IkB signaling 0.3%.
Screening CCCCCCN(C(=O)CCCCCN1C(=O)NC(c2ccc(C3CCCCC3)cc2)C(C(=O)OCc2ccccc2)=C1C)C(C(=O)NCCCC)c1ccc(OCC(=O)OC)c(C(=O)OC)c1 (stereo not drawn) returned p53ts 39C kill 26%, Peg3 imprint -10% and p53ts 32C tox 19%.
`O=C(COc1ccccc1)Nc1c(Cl)ccc2nsnc12` gave p53ts 39C kill 12%, Peg3 imprint -9%[10.9 µM], p53ts 32C tox -4% and IkB signaling -0.2%.
For CCc1n[nH]c2c1C(=O)CC(C)(C)C2 the results were p53ts 39C kill -1%, Peg3 imprint -2%, p53ts 32C tox 9% and IkB signaling 0.7%.
`COc1cccc(Oc2nc3c(c(=O)n(Cc4ccccc4F)c(=O)n3C)n2C)c1` gave p53ts 39C kill 8%, Peg3 imprint -10%[10.9 µM], p53ts 32C tox 1% and IkB signaling -1.1%.
For CCC(CC)C(=O)Nc1ccccc1C(=O)OCc1cc(=O)n2nc(C3CCCCC3)sc2n1 the results were p53ts 39C kill -22%, Peg3 imprint -5%[10.9 µM], p53ts 32C tox 2% and IkB signaling 0.5%.
For CN(C)c1ccc(NC(=O)CSC2=Nc3ccccc3C3=NC(CC(=O)NCc4ccc5c(c4)OCO5)C(=O)N23)cc1 (stereo not drawn) the results were p53ts 39C kill inconclusive, Peg3 imprint -16%[10.9 µM], p53ts 32C tox -9% and IkB signaling inconclusive.
Screening COCCNC(=O)CCn1c(=O)c2cc(OC)c(OC)cc2n(CC(=O)Nc2ccccc2C)c1=O returned p53ts 39C kill -26%, Peg3 imprint -7%[10.9 µM], p53ts 32C tox -2% and IkB signaling -2.3%.
Screening N[C@H](Cc1cc(I)c(Oc2cc(I)c(O)c(I)c2)c(I)c1)C(=O)O returned p53ts 39C kill 18%[20.6 µM], Peg3 imprint -6%[16.8 µM], p53ts 32C tox 2%[20.6 µM] and IkB signaling 8.6%[25.6 µM].
`O=S(=O)(c1ccc(S(=O)(=O)N2CCN(C3CCCCC3)CC2)cc1)N1CCCCCC1` gave p53ts 39C kill 2%, p53ts 32C tox -7% and IkB signaling 0.8%.
Screening Cc1ccc2[nH]c(=O)c(CN(CCc3ccccc3)Cc3nnnn3CC3CCCO3)cc2c1 (stereo not drawn) returned p53ts 39C kill -15%, Peg3 imprint -11%, p53ts 32C tox -17% and IkB signaling 4.8%.
For COC(=O)c1ccc(NC(=O)COc2ccc(S(=O)(=O)NC(C)C)cc2)cc1 the results were p53ts 39C kill 3%, Peg3 imprint -3%, p53ts 32C tox 0% and IkB signaling 0.8%.

Three structures already listed, ordered by heavy-atom count, smallest number first:
`CCc1ccc(NC(=O)C2CCN(S(C)(=O)=O)CC2)cc1` gave p53ts 39C kill 1%, Peg3 imprint -2%, p53ts 32C tox -3% and IkB signaling 0.4%.
`CC(=O)c1cccc(NC(=O)N2CCN(S(C)(=O)=O)CC2)c1` gave p53ts 39C kill 2%, Peg3 imprint 5%, p53ts 32C tox 6% and IkB signaling 0.9%.
CCOC(=O)C1CCCN(C(=O)c2sc3nc(-c4ccccc4)cn3c2C)C1 (stereo not drawn) was read as p53ts 39C kill -10%, Peg3 imprint -14%, p53ts 32C tox -8% and IkB signaling inconclusive.

The list continues:
O=C(Nc1ccc2nc(-c3cccnc3)[nH]c2c1)C1CCCCC1 was read as p53ts 39C kill -22% and p53ts 32C tox inconclusive.
NS(=O)(=O)c1ccc(NC(=O)CN2CCN(Cc3ccccc3)CC2)cc1 was read as p53ts 39C kill 16%, Peg3 imprint 2%, p53ts 32C tox -3% and IkB signaling 2.2%.
CC1CCN(C(=O)c2cc3nc(C4CC4)cc(C(F)(F)F)n3n2)CC1 was read as p53ts 39C kill -14% and p53ts 32C tox -9%.
Screening CC(=O)c1cc(-c2ccccc2)n(CC(=O)NCc2ccccc2C)c1C returned p53ts 39C kill -18%, Peg3 imprint -4%[10.9 µM], p53ts 32C tox 6% and IkB signaling -0.9%.
`COc1ccc(CNC(=O)C2CCN(Cc3nc(-c4ccc(Cl)cc4)oc3C)CC2)cc1` gave p53ts 39C kill -8%, Peg3 imprint -15%[10.9 µM], p53ts 32C tox 1% and IkB signaling inconclusive.
`COC(=O)C1=C(C)NC(=O)NC1/C=C/c1ccccc1` (stereo not drawn) gave p53ts 39C kill 11%, Peg3 imprint -16%, p53ts 32C tox 9% and IkB signaling 9.4%.
Screening Cc1ccccc1NC(=O)CSc1nc2ccc(NC(=O)COc3ccccc3F)cc2s1 returned p53ts 39C kill inconclusive, Peg3 imprint -18%[10.9 µM], p53ts 32C tox -18% and IkB signaling -1.0%.
Screening Cc1cccc(-n2nc3c(c2NC(=O)CCC2CCCCC2)CS(=O)C3)c1C (stereo not drawn) returned p53ts 39C kill -7% and p53ts 32C tox -9%.
Screening CCn1cc2c(n1)-c1c(oc(C(=O)Nc3ccc(Br)cc3F)c1C)CC2 returned p53ts 39C kill -2%, Peg3 imprint -11%[10.9 µM], p53ts 32C tox 10% and IkB signaling -1.7%.
Screening Brc1ccc2ncnc(NCc3ccco3)c2c1 returned p53ts 39C kill 0%, Peg3 imprint -13%, p53ts 32C tox -4% and IkB signaling inconclusive.
Screening Cn1c(=O)c2c(nc(Oc3ccc(F)cc3)n2Cc2ccc(F)cc2)n(C)c1=O returned p53ts 39C kill -4%, Peg3 imprint -15%[10.9 µM], p53ts 32C tox -11% and IkB signaling 0.7%.
For O=c1c2ccccc2nc2n1CCS2 the results were p53ts 39C kill 13%, Peg3 imprint 29%, p53ts 32C tox 11% and IkB signaling 4.1%.
Screening O=C(O)CCc1ccc(-c2ccccc2)n1Cc1ccco1 returned p53ts 39C kill -3%, Peg3 imprint -12%, p53ts 32C tox 5% and IkB signaling -6.1%.
For N#Cc1cc2cc3c(cc2nc1N1CCOCC1)OCO3 the results were p53ts 39C kill -6%, Peg3 imprint -4%, p53ts 32C tox -8% and IkB signaling -0.9%.

Compound activity as filed in PubChem.
